Compound activity from PubChem BioAssay.
hERG WT inh – inhibitors of human wildtype KCNH2 potassium channel. U2OS, BacMam KCNH2, thallium flux FluxOr; stronger effect = lower value. activity change, % at 1.84 µM. 0.37% of 340,000 active. AID 720551;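 active = maximum activity change below -70%; inconclusive = maximum activity change between -70% and -50%; inactive = maximum activity change above -50%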; note: % is set by controls: 0 for no effect and ±100 for the full control effect
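U2OS cells were transduced with wild-type KCNH2 virus (2.03 x 10^8 / mL) for 4 h at room temperature, then cultured overnight at 37 C. Thallium flux was read with FluxOr dye. Rate constants were normalized to DMSO controls.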
Coupling enz – inhibits coupling enzyme system, counter-screen for aldolase hits; coupling enzyme system counterscreen, AmpLite Red fluorescence; activity change, negative = inhibition, % at 58.2 µM, hits read low; 0.67% of 290,000 active; in the data active = activity change below about -30%; note: % is set by controls: 0 for no effect and ±100 for the full control effect
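Coupling enzymes only (glyceraldehyde-3-phosphate) + compound, at 57.5 uM final, 10 min RT; add substrate/coupling/AmpLite Red mix, 20 min RT; fluorescence ex 525/em 598 nm. Actives flag coupling-system interference.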
Tb PFK block – blocks T. brucei phosphofructokinase; O15648; T. brucei PFK, ADP-Glo luminescence; 0.17% of 330,000 active; Potency, µM (top dose mostly 57.5 µM), for the others: at the highest dose activity, negative = inhibition, usual class: inhibitors;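 note: potency is the fitted concentration of half-maximal effect; 0% = uninhibited 1x PFK enzyme wells and -100% = no-enzyme wells; nearly all actives have a fitted effect of over 60% in size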
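Compounds were pin-transferred as a titration series up to 57 uM into substrate buffer (0.5 mM F6P, 0.1 mM ATP, pH 8.0), then 1.25 nM PFK was added and reactions ran 45 min before ADP-Glo detection.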
CXXC DNA block – blocks binding of human MLL CXXC domain to DNA; Q03164; MLL-CXXC / FITC-HOXA9 DNA fluorescence polarization; Potency, µM (titrated, usually from 115 µM), for the others: at the top dose activity change, negative = inhibition, usual class: inhibitors; 0.037% of 290,000 active; AID 2662; active = well fitted inhibition curve with a large enough effect in the polarisation, with a control signal flat, not every such curve was filed as active; inconclusive = small, poorly fitted or top-dose-only effect, or effect the other way, or a change in a side signal; inactive = no such curve, though single readings can be large or run the other way; the % refers to the polarisation; note: potency is the fitted concentration of half-maximal effect
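Steps: dispense CXXC domain solution (7 uM) → pin compounds or unlabeled HOX-A9 DNA control → 5 min ambient → add FLSN-HOX-A9 solution (50 nM) → spin → 30 min ambient → fluorescence polarization. Tris pH 7.5/NaCl/DTT/BSA buffer.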
TCR act – activates T cell receptor signaling; primary human leukocytes, anti-CD3, IL-2 HTRF, 48 h; Potency, µM (top dose mostly 9.22 µM), inactives show top-dose activation of IL-2 secretion, most hits filed as activators; 330,000 tested, under 10 active; AID 504894; note: % of control where 0% means no effect
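Readout: HTRF IL-2, Eu-cryptate/d2 antibody pair, 320nm excitation, 665nm emission. Stimulus: a-CD3 beads, no co-stimulation. Cells: primary human leukocytes. Exposure: 48 hr with compound.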
Giardia kill – kills Giardia lamblia; Giardia lamblia trophozoite viability; activity change, % at 7.66 µM, hits read low; 0.15% of 340,000 active; AID 540267; in the data active = activity change below about -80%; inconclusive = between about -30% and that limit;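 note: parasites exposed to compound for two days anaerobically before the ATP read; % is set by controls: 0 for no effect and ±100 for the full control effect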
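Luminescence from cellular ATP indicates surviving trophozoites (100 cells/well) following 48 hrs anaerobic compound treatment at 37 deg C; signal develops 15-30 min at room temperature.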
A-T KAP1 phos – potential ataxia-telangiectasia treatments restoring KAP-1 phosphorylation. 0.19% of 320,000 active. […] A-T fibroblasts, KAP-1 phosphorylation AlphaLISA; neocarzinostatin DNA damage 30 min before lysis. Potency, µM (titrated, usually from 57.5 µM), for inactives: at the top dose activation, actives largely listed as activators. AID 485349; note: potency is the fitted concentration of half-maximal effect; % of control where 0% means no effect; nearly all actives have a fitted effect of over 45% in size
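hTERT-immortalized A-T patient fibroblasts ([…]), 500 cells/well in OPTI-MEM, 1% FBS, got compounds for 60 min, then NCS for 30 min at 37C. Lysates were then assayed for phospho-KAP-1 by AlphaLISA (anti-pKAP1 donor, anti-KAP1 acceptor beads), 6 hr at 25C.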
BCR signal inh – inhibitors of chronic active B-cell receptor signaling. ABC-DLBCL IkBa-CBG/CBR reporter, luminescence ratio, 4 h. Potency, µM (highest dose often 46.1 µM), for inactives: at the top dose ratio change, negative = lower green/red ratio, most hits filed as inhibitors. 0.05% of 340,000 active; active = well fitted inhibition curve with a large enough effect in the signal ratio, with a control signal flat, not every such curve was filed as active; inconclusive = small, poorly fitted or top-dose-only effect, or effect the other way, or a change in a side signal; the % refers to the signal ratio;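 note: potency is the fitted concentration of half-maximal effect; plate controls were basal doxycycline-induced cells for no effect and cells given 10 µM MG132 for full effect; MG132 reads +100%, hits lower the ratio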
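Doxycycline induced both beetle luciferases in TMD8 lymphoma cells; IKK-driven degradation limits the IkappaBalpha-fused green signal, while red luminescence normalises for cell number and nonspecific effects. Compounds tested up to 46 uM, 4 hrs.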
GALK inh – galactokinase (human) inhibition | 0.007% of 270,000 active | P51570 | Potency, µM (doses to about 57.5 µM), for inactives: at the highest dose activity change, negative = inhibition, most hits filed as inhibitors | AID 1868 | Purified GALK, Kinase-Glo residual ATP luminescence; note: potency is the fitted concentration of half-maximal effect; % is set by controls: 0 for no effect and ±100 for the full control effect
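Galactose (100 uM) and ATP (35 uM) were turned over by 5 nM GALK for 1 h at RT. Kinase-Glo Plus then converted the remaining ATP into a luminescent signal.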
TSHR antag – human thyrotropin receptor antagonism | TSHR-expressing cells, TSH-stimulated cAMP HTRF, 2 h; stronger effect = lower value | activity change, negative = inhibition, % at 11.5 µM | P16473 | 0.2% of 330,000 active;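 active = activity change below a set negative limit, meaning inhibition stronger than a set level, cut at about -70% in these data; inconclusive = activity change between two set negative limits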; note: % is set by controls: 0 for no effect and ±100 for the full control effect
Target sequence (P16473 whole entry, looked up): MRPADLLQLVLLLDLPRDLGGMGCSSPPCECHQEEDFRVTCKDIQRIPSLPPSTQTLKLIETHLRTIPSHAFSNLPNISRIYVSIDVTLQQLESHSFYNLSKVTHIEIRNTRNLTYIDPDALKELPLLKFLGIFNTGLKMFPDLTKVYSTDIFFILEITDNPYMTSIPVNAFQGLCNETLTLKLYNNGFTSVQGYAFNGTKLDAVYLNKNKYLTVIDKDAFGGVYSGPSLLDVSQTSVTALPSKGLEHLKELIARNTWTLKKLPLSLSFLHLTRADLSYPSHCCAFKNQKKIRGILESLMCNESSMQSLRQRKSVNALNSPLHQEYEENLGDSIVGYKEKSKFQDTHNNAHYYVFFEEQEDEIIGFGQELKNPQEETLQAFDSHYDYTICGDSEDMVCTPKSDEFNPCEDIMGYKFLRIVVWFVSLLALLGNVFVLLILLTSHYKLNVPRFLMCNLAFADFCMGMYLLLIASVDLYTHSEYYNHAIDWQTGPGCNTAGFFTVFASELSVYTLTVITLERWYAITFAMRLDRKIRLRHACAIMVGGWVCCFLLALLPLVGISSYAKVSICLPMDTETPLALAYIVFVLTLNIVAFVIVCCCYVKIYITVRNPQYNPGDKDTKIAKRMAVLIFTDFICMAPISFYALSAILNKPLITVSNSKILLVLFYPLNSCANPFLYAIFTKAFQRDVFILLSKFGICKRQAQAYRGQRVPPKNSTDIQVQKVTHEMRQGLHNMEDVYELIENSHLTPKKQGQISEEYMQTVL
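Cell-based HTRF cAMP assay; TSHR cells + compound, TSH EC80 (4nM final), 2 h, 37 deg C. Lysis with anti-cAMP cryptate and cAMP-d2, 30 min RT, read 665/620 nm.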
The depositor's hits bear a star; ? = inconclusive; . = not tested or not shown; [ ] = remark or other dose. Unless noted, calls come from the whole dose curve; as a rule, active = well fitted curve in the direction sought with a large enough effect; inconclusive = small, poorly fitted or top-dose-only effect, or another doubt; inactive = no such curve, though single readings can be large; an effect the other way counts as inactive or inconclusive. Hits appear at their usual frequency. Share with any hit: about 1.6%.

SMILES	hERG WT inh	Coupling enz	Tb PFK block	CXXC DNA block	TCR act	Giardia kill	A-T KAP1 phos	BCR signal inh	GALK inh	TSHR antag
O=C(CCN1C(=O)CSc2ccccc21)Nc1ccc(OC(F)(F)F)cc1	17	.	2%	.	12%	3	5%	?	.	-4
COC(=O)c1c(NC(=O)CN2CCN(S(=O)(=O)c3ccccc3)CC2)sc2c1CCC(C)C2 (stereo not drawn)	.	3	0%	7%	-3%[46.1 µM]	.	-5%	9%	1%	6
Clc1cccc(CN2CCc3c([nH]c4ccccc34)C2)c1Cl	6	1	-13%	-21%	12%	14	-17%	-14%	.	1
CCOC(=O)c1c(C)oc2c1c(C=NCCC(=O)O)c(O)c1ccccc12	.	-25	-6%	1%	2%	-10	-10%	-8%	5%	15
CCn1c(SCC(=O)Nc2cc(OC)ccc2OC)nc2c(c1=O)SCC2	9	.	-16%	17%	2%	-8	23%	-11%	-1%	3
Cc1nnc(SCC(=O)Nc2ccc(Br)cn2)[nH]c1=O	-2	0	-4%	-2%	2%	-13	-2%	5%	0%	-3
COc1ccc(/C=C/C(=O)OCc2cccc([N+](=O)[O-])c2)cc1	-5	-1	-3%	-18%	3%	-17	0%	1%	-1%	-15
O=C(/C=C/c1ccco1)NC(=S)Nc1cccc(C(=O)O)c1	12	-2	4%	?	-1%	-20	4%	?	-6%	-14
COc1cc2c(cc1OC)-c1cc(OCc3ccccc3Cl)nc(=O)n1CC2	4	8	-1%	-9%	-4%	5	.	?	2%	25
CCN1C(=O)CC(C(=O)NC)SC1=Nc1cc(Cl)c(O)c(Cl)c1 (stereo not drawn)	-3	-4	-2%	-6%	.	-11	-6%	4%	1%	-7
N#CCCS(=O)(=O)c1ccc(N)cc1	-3	2	-6%	5%	6%[46.1 µM]	-6	-6%	12%	0%	21
CC(C)(C)c1ccc(C(=O)Oc2ccccc2CCC(=O)O)cc1	6	8	-5%	2%	-4%	-4	2%	-2%	-1%	-2
Fc1ccc(Br)cc1SCCc1ccncc1	-17	2	-2%	16%	0%	12	-1%	0%	1%	-6
CC(=O)c1cccc(NC(=O)c2c(C)nn(-c3ccccc3)c2Cl)c1	-21	0	1%	-1%	4%	-3	3%	-2%	-1%	-13
Cc1ccc(OCC(=O)NNc2c3ccccc3nc3ccccc23)cc1	0	0	-1%	11%	1%[46.1 µM]	-8	-12%	-1%	-1%	-19
Oc1ccc(C2C(c3ccccc3)=NN=C(c3ccc(Cl)cc3)N2O)c(O)c1 (stereo not drawn)	-2	-2	-6%	20%	-2%[46.1 µM]	20	-17%	?	0%	-7
CC(=O)c1csc(COc2ccccc2)n1	6	0	0%	-1%	0%	-17	4%	-9%	8%	2
Cc1ccc(Cn2nnc3c(=O)n(CC(=O)NCc4ccccc4)cnc32)cc1	7	-1	-9%	-5%	3%	18	-1%	?	-2%	-1
CCCOC(=O)CSC1=C(C#N)C(c2ccccc2Cl)CC(=O)N1 (stereo not drawn)	10	0	-7%	-3%	2%	15	6%	?	1%	-11
CCCC(=O)Nc1cc(S(=O)(=O)N2CCCCC2)ccc1N1CCOCC1	-3	.	1%	.	0%	22	-3%	-4%	.	-7
CCOC(=O)[C@@H]1[C@H]2COc3ccc(Br)cc3[C@@H]2N2C(=O)N(c3ccc(Br)cc3)C(=O)[C@]12C	4	-4	4%	16%	-4%	3	1%	-23%	.	6
CC(C)Oc1ccc(CSC(=N)N)cc1	7	2	2%	7%	-5%	-10	-10%	?	-3%	-4
CC(C)CN(C(=O)c1ccc(N2CCCC2=O)cc1)c1c(N)n(Cc2ccccc2)c(=O)[nH]c1=O	-1	.	5%	.	-2%	15	-10%	2%	.	-15
O=C(CSc1nc(=O)n2ccccc2n1)NC1CCCCC1	-1	.	1%	.	.	8	-15%	14%	.	24
CCOC(=O)C1=C(C)NC2=C(C(=O)CCC2)C1c1cccnc1 (stereo not drawn)	-10	0	-2%	-2%	.	1	8%	?	-1%	-6
CCOC(=O)COn1c(=O)c[n+]([O-])c2ccccc21	4	0	0%	8%	1%	24	-1%	-1%	3%	0
Cc1cc(C)cc(NC(=O)Nc2ccc3c(c2)CCC3)c1	-3	.	-1%	8%	4%	-6	10%	-1%	3%	-10
CC1Cc2nc(SCC(=O)Nc3ccc(F)cc3)n(C)c(=O)c2S1 (stereo not drawn)	2	4	-4%	0%	0%	4	-4%	9%	3%	-18
CCOc1ccc(C(C)=O)cc1CSc1nc(C)cc(C)n1	-6	-2	1%	2%	4%	-14	9%	0%	1%	9
CCOC(=O)c1cc2c(ccn2C)n1CC(=O)Nc1ccc(F)cc1	-12	-22	-4%	-1%	11%	-3	5%	?	4%	13
O=C(/C=C/c1cn(-c2ccccc2)nc1-c1ccc2c(c1)OCCO2)NCCO	-2	-2	-3%	-1%	5%	-15	1%	?	-3%	-10
O/N=C1/C2C3CC4C5C3C1C5C1(OCCO1)C42 (stereo not drawn)	-4	0	-2%	-6%	4%	10	-3%	?	4%	42
Cc1cc(C)c(S(=O)(=O)NCC(=O)NCc2ccccn2)c(C)c1	-11	1	1%	-2%	-1%	-3	3%	-2%	0%	-4
CCOCCCNc1c(CC)c(C)c(C#N)c2nc3ccccc3n12	-10	0	-4%	-6%	.	38[activator]	5%	1%	-1%	-7
O=C(Nc1ccccc1N1CCOCC1)C1=NN(c2c(F)c(F)cc(F)c2F)C(=O)CC1	0	.	-4%	.	1%	-1	-1%	8%	.	-9
O=C(CC1C=Cc2ccccc2N1C(=O)c1ccccc1)c1ccccc1 (stereo not drawn)	5	3	1%	18%	-3%	-2	1%	-7%	6%	-31
Cc1sc(NC(=O)c2cccs2)c(C(N)=O)c1C	-2	0	-9%	-6%	-9%	-1	-2%	2%	3%	-9
CC(C)N(CCC(=O)c1ccc2ccccc2c1)Cc1ccccc1	-4	16	?	55%[activator]	3%	1	?	?	.	?
CC[C@]1(C(=O)OC)[C@H]2C(=O)N(C)C(=O)[C@H]2[C@H]2CN=C(SCC3CC3)N21	0	.	-2%	.	1%[46.1 µM]	16	0%	0%	.	0
Cc1cc(NCCCOC(C)C)n2c(nc3ccccc32)c1C#N	4	4	-6%	-3%	.	34[activator]	16%	7%	3%	-6
CCN(C(=O)CN1C(=O)NC(c2ccccc2)(c2ccccc2)C1=O)c1ccccc1	-7	1	6%	16%	2%	15	-3%	14%	3%	11
Cc1cc(C)c2c(=O)[nH]c(SCC(=O)Nc3ccc(Br)cc3)nc2n1	5	-4	-11%	32%[activator]	1%	-5	3%	5%	14%	-3
Cc1ccsc1C(=O)NCC(=O)OCc1ccccc1	-1	.	0%	0%	-10%	16	15%	?	-2%	-6
Cc1ccc(NC(=O)CNc2ccc(N3CCOCC3)cc2)cc1S(=O)(=O)N(C)C	-11	-1	4%	4%	4%	-5	8%	-1%	1%	-5
Cn1nnnc1Sc1ncnc2scc(-c3cccc4ccccc34)c12	.	.	-2%	.	-5%	10	16%	-3%	.	7
CC(=O)C(C)n1c(CN(C)Cc2ccccc2)nc2c1c(=O)n(C)c(=O)n2C (stereo not drawn)	-3	1	1%	2%	1%	-16	4%	-14%	.	-15
CCn1c(Cc2c(C)[nH]c3ccccc23)nnc1SCC(=O)NCc1ccco1	-1	0	1%	2%	-6%[46.1 µM]	-6	.	1%	-1%	-10
CC(C)=CCOc1c2ccoc2c(OCC=C(C)C)c2oc(=O)ccc12	27	.	-3%	.	1%	12	19%	-1%	.	-3
COC(=O)c1c(NC(=O)CCl)sc(C(=O)N2CCOCC2)c1C	-10	2	1%	5%	4%	18	-9%	?	4%	-2
O=c1[nH]c2cc3c(cc2cc1CN(CCO)S(=O)(=O)c1ccccc1Cl)OCCO3	-3	1	-3%	4%	-2%	3	-2%	-24%	-1%	-10
COc1ccc(Cl)cc1NC(=O)/C=C/C(=O)O	2	6	0%	-2%	-13%	2	-3%	2%	1%	18
CC1CCN(C(=S)Nc2ccc3nc4n(c(=O)c3c2)CCCCC4)CC1	-3	3	-1%	3%	1%[46.1 µM]	5	1%	5%	0%	-5
CCCCn1c(Cc2ccccc2)nnc1SCC(=O)N1CCOCC1	2	1	3%	-4%	5%[46.1 µM]	8	.	13%	-2%	3
CCOC(=O)Cc1csc(NS(=O)(=O)c2ccc3c4c(cccc24)C(=O)N3CC)n1	12	11	-1%	-4%	-1%	-1	-8%	?	-2%	-7
COc1cc(OC)cc(-c2c(C#Cc3ccsc3)c3cc(-c4ccccc4OC)ccc3n2C)c1	-13	.	5%	.	9%	-16	9%	?	.	-12
O=[N+]([O-])c1cccc(C2=NCCS2)c1	21	3	-8%	2%	-1%[46.1 µM]	16	-5%	?	3%	-8
